West Nile virus CPE – West Nile virus antiviral activity, cell-based, CPE readout (AID 1621). CPE inhibition, % at 10 µM; hits with a dose series show IC50 in µM. West Nile virus-infected cells, CPE inhibition; higher % means a stronger effect. actives 0.02% (n = 290,000); in the data active means a potency from the dose series; further: strong numbers were not always called active
XIAP antagonists – small molecules displacing peptide from XIAP – biochemical, IAP family, fluorescence polarization (AID 1018); actives 0.007% (n = 200,000); XIAP BIR domain, fluorescence polarization peptide displacement; higher % means a stronger effect; displacement, % at 20 µM, or IC50 in µM where a hit was titrated; in the data active means displacement above about 50%; further: a part of the inactive calls stands beside numbers as strong as those of hits
Dengue-2 NS5 capping – flavivirus cap methylation enzyme inhibition – biochemical, confirmation dose response, primary screen (AID 588689); Dengue-2 NS5 methyltransferase capping enzyme assay, biochemical; higher % means a stronger effect; actives 0.3% (n = 340,000); one-dose inhibition, % at 25 µM; IC50 in µM for titrated hits; in the data active means a potency from the dose series
RSV CPE inhibition – inhibition of RSV-induced cytopathic effect – HEp-2 cells, primary 10 µM value included (AID 2391); HEp-2 cells, RSV-induced CPE inhibition; higher % means a stronger effect; one-dose CPE inhibition, % at 10 µM; IC50 in µM for titrated hits; actives 0.13% (n = 310,000); in the data active means a potency from the dose series; further: strong numbers were not always called active
WT yeast gro inh – growth inhibition of WT yeast, mitochondrial fusion screen; actives 2.1% (n = 190,000); mitochondrial fusion phenotypic screen, WT strain; inhibition, % at 10 µM; in the data active means inhibition above about 58%; tested in S. cerevisiae
SV40 large T antigen – TAg ATPase/helicase activity blockers – biochemical (AID 1903) | SV40 large T antigen ATPase/helicase inhibition assay; higher % means a stronger effect | one-dose inhibition, % at 20 µM; IC50 in µM for titrated hits | actives 0.39% (n = 310,000); in the data active means a potency from the dose series; further: strong numbers were not always called active
K1F lysis inhibition – inhibition of K1F phage lysis, E. coli UTI89, bacterial capsule biogenesis inhibitors, alamar blue (AID 488966) | E. coli UTI89 K1F phage lysis, alamar blue, 2 h; higher % means a stronger effect | inhibition, % at 100 µM, or IC50 in µM where a hit was titrated | actives 0.02% (n = 340,000);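 active means phage lysis inhibition, versus mean bacterial control, above a set limit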;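 further: capsule biogenesis inhibitors block K1F phage lysis so surviving cells raise fluorescence; higher fluorescence means more inhibition of phage lysis; actives were called in the ten point dose series up to 300 µM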
Yfh1-depleted yeast – enhancers of respiration in Yfh1-depleted yeast, dose response, Friedreich's ataxia, plus single-dose screen (AID 1465); S. cerevisiae Yfh1-off respiration, WST-1 reduction, 72 h; higher fold induction means a stronger effect; actives 0.074% (n = 220,000); one-dose fold induction at 50 µM; EC50 in µM for titrated hits;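 active means fold induction of absorbance versus untreated yeast above a set limit, then at least 30% activation at any dose in follow-up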;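 further: activators that raise dye reduction in frataxin-depleted yeast; strong numbers were not always called active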
ER stress rescue – protection against thapsigargin-triggered cell killing – 384-well, CSM14.1, ATP luminescence, primary screen (AID 1222). 190,000 tested, under 10 active. CSM14.1 thapsigargin-induced death rescue, ATP luminescence; higher % means a stronger effect. cellular ATP content (survival), % at 20 µM, or EC50 in µM where a hit was titrated;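 active means EC50 below 50 µM in the dose-response confirmation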;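 further: death triggered by thapsigargin at about 15 µM added after 2 h compound pretreatment; cell ATP read after overnight thapsigargin exposure of roughly 18 to 22 hours; normalized against plate controls of thapsigargin alone and 5% DMSO vehicle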
WT yeast gro inh mutant strain – recorded beside WT yeast gro inh, whose call it bears; inhibition, %; mitochondrial fusion phenotypic screen, mutant strain inhibition
* marks the source's active call; other numbers are inactive results; [ ] = another dose, or the depositor's remark.

Results for CCC(C)NC(=O)c1cc2c(=O)n3ccccc3nc2s1 (stereo not drawn) ?
West Nile virus CPE: -0.5%; Dengue-2 NS5 capping: -7.5%; RSV CPE inhibition: 2.0%; SV40 large T antigen: 7.2%; K1F lysis inhibition: -0.1%

Results for CCc1ccccc1NC(=O)CSc1nnc(C2CC2)n1CC1CCCO1 (stereo not drawn) ?
West Nile virus CPE: -0.5%; Dengue-2 NS5 capping: -1.5%; RSV CPE inhibition: 0.8%; SV40 large T antigen: -7.4%; K1F lysis inhibition: -0.9%

What do the screens show for `COc1ccc(N(CC(=O)NCc2ccc(F)cc2)C(=O)c2snc(C(N)=O)c2N)cc1`?
West Nile virus CPE: -1.2%; Dengue-2 NS5 capping: -11.7%; RSV CPE inhibition: 0.2%; SV40 large T antigen: 5.8%; K1F lysis inhibition: 0.0%

Results for Cc1cccc(Cn2ccc(N)n2)c1 ?
West Nile virus CPE: -0.3%; XIAP antagonists: -4.2%; Dengue-2 NS5 capping: 0.0%; RSV CPE inhibition: 1.2%; WT yeast gro inh: 14.7; SV40 large T antigen: 14.5%; K1F lysis inhibition: 0.3%; Yfh1-depleted yeast: inactive; ER stress rescue: 1.0%; WT yeast gro inh mutant strain: 4.2

Results for COc1cc(/C=N/n2cnnc2)ccc1OCCSc1ccc(C)cc1 ?
West Nile virus CPE: 0.0%; XIAP antagonists: -2.0%; Dengue-2 NS5 capping: -0.7%; RSV CPE inhibition: 0.1%; WT yeast gro inh: 16.3; SV40 large T antigen: 1.1%; K1F lysis inhibition: 2.1%; Yfh1-depleted yeast: inactive; ER stress rescue: -0.6%; WT yeast gro inh mutant strain: 1.9

How did COC(=O)c1cccc(NC(=O)c2cc3ccccc3o2)c1 do in these assays?
West Nile virus CPE: 0.0%; Dengue-2 NS5 capping: -14.3%; RSV CPE inhibition: 14.6%; SV40 large T antigen: 18.6%; K1F lysis inhibition: 0.1%

How did c1ccc2c(c1)nnn2CNc1nccs1 do in these assays?
West Nile virus CPE: -0.2%; XIAP antagonists: 0.8%; Dengue-2 NS5 capping: -8.0%; RSV CPE inhibition: 1.2%; WT yeast gro inh: -0.1; SV40 large T antigen: 9.9%; K1F lysis inhibition: -9.6%; Yfh1-depleted yeast: inactive; ER stress rescue: 16.1%; WT yeast gro inh mutant strain: -5.6

Results for COC(=O)CSc1nnc([C@H](Cc2ccccc2)NC(=O)OC(C)(C)C)o1 ?
West Nile virus CPE: -0.1%; XIAP antagonists: -2.7%; Dengue-2 NS5 capping: -1.4%; RSV CPE inhibition: 3.3%; WT yeast gro inh: -13.6; SV40 large T antigen: 0.0%; K1F lysis inhibition: 0.4%; Yfh1-depleted yeast: inactive; ER stress rescue: -0.9%; WT yeast gro inh mutant strain: 7.9

What do the screens show for `O=C(O)c1cc(NC(=O)c2ccc3c(c2)C(=O)N(Cc2cccnc2)C3=O)cc(C(=O)O)c1`?
West Nile virus CPE: -0.4%; Dengue-2 NS5 capping: 5.2%; RSV CPE inhibition: 1.4%; SV40 large T antigen: 13.8%; K1F lysis inhibition: 1.9%[50 µM]

How did O=C(N1CCCC1)C12CC3CC(C1)CC(C(=O)N1CCCC1)(C3)C2 do in these assays?
West Nile virus CPE: -0.3%; XIAP antagonists: -2.9%; Dengue-2 NS5 capping: 8.2%; RSV CPE inhibition: 0.0%; WT yeast gro inh: 2.3; SV40 large T antigen: 3.0%; K1F lysis inhibition: 0.2%; Yfh1-depleted yeast: inactive; ER stress rescue: -0.6%; WT yeast gro inh mutant strain: -1.1

What do the screens show for `O=C(Nc1cccc(NC(=O)c2ccccc2Cl)c1)c1ccc(F)cc1`?
West Nile virus CPE: -1.2%; Dengue-2 NS5 capping: 2.9%; RSV CPE inhibition: 16.9%; SV40 large T antigen: 1.9%; K1F lysis inhibition: 0.4%

What do the screens show for `O=C1CCCCC1Sc1nnc(Nc2ccccc2)s1` (stereo not drawn)?
West Nile virus CPE: -1.1%; XIAP antagonists: -5.3%; Dengue-2 NS5 capping: -11.6%; RSV CPE inhibition: 11.6%; WT yeast gro inh: 1.2; SV40 large T antigen: 1.2%; K1F lysis inhibition: -0.2%; Yfh1-depleted yeast: inactive; ER stress rescue: -0.7%; WT yeast gro inh mutant strain: 12.6

What do the screens show for `NC(=O)c1c(-c2cccs2)csc1N`?
West Nile virus CPE: 0.2%; XIAP antagonists: 0.2%; RSV CPE inhibition: 3.5%; WT yeast gro inh: 13.8; SV40 large T antigen: 29.7%; Yfh1-depleted yeast: inactive; ER stress rescue: -1.0%; WT yeast gro inh mutant strain: 27.6

How did NC(=S)Nc1ccc(S(=O)(=O)c2ccc(NC(N)=S)cc2)cc1 do in these assays?
West Nile virus CPE: 0.3%; Dengue-2 NS5 capping: -5.9%; RSV CPE inhibition: 0.2%; SV40 large T antigen: 32.8%; K1F lysis inhibition: 0.1%

Results for CC(=O)NCCNC(=O)c1ccc(CSc2nc3ccccc3s2)cc1 ?
West Nile virus CPE: 0.1%; Dengue-2 NS5 capping: -2.7%; RSV CPE inhibition: 5.9%; SV40 large T antigen: 9.3%; K1F lysis inhibition: -0.1%

How did Cn1c(=NCC(O)COc2ccccc2)sc2ccccc21 (stereo not drawn) do in these assays?
West Nile virus CPE: 0.0%; XIAP antagonists: -4.0%; Dengue-2 NS5 capping: -1.4%; RSV CPE inhibition: 2.7%; WT yeast gro inh: 7.5; SV40 large T antigen: 0.1%; K1F lysis inhibition: 0.4%; Yfh1-depleted yeast: inactive; ER stress rescue: -2.5%; WT yeast gro inh mutant strain: -5.7

Results for CC(C)CNc1ncnc2c1sc1nc(N3CCOCC3)c3c(c12)CC(C)(C)OC3 ?
West Nile virus CPE: 0.2%; XIAP antagonists: -2.9%; Dengue-2 NS5 capping: -3.2%; RSV CPE inhibition: 3.7%; WT yeast gro inh: 8.2; SV40 large T antigen: -8.0%; K1F lysis inhibition: 0.0%; Yfh1-depleted yeast: inactive; ER stress rescue: 1.5%; WT yeast gro inh mutant strain: -1.3

How did COC(=O)c1cc(S(=O)(=O)N2CCC(C)CC2)cn1C do in these assays?
West Nile virus CPE: 0.7%; Dengue-2 NS5 capping: -6.4%; RSV CPE inhibition: 2.0%; SV40 large T antigen: 6.8%; K1F lysis inhibition: -0.2%

How did Cc1nnsc1C(=O)N/N=C/c1ccc2ccccc2c1O do in these assays?
West Nile virus CPE: 2.5%; XIAP antagonists: -3.6%; Dengue-2 NS5 capping: -18.2%; RSV CPE inhibition: 4.3%; WT yeast gro inh: 3.3; SV40 large T antigen: -3.0%; K1F lysis inhibition: 4.6%; Yfh1-depleted yeast: inactive; ER stress rescue: 0.4%; WT yeast gro inh mutant strain: 4.0

Results for O=C(CSc1ccc2c(c1)OCCO2)NCC1CCCO1 (stereo not drawn) ?
West Nile virus CPE: 0.2%; XIAP antagonists: -4.9%; Dengue-2 NS5 capping: -10.5%; RSV CPE inhibition: 0.6%; WT yeast gro inh: -7.8; SV40 large T antigen: -1.6%; K1F lysis inhibition: 0.3%; Yfh1-depleted yeast: inactive; ER stress rescue: -1.5%; WT yeast gro inh mutant strain: -35.8

How did c1ccc(OCc2noc(CN3CCC(C4CCCCC4)C3)n2)cc1 (stereo not drawn) do in these assays?
West Nile virus CPE: -0.7%; XIAP antagonists: -3.4%; RSV CPE inhibition: 0.9%; WT yeast gro inh: 39.7; SV40 large T antigen: 4.0%; K1F lysis inhibition: 0.2%; Yfh1-depleted yeast: inactive; ER stress rescue: 0.0%; WT yeast gro inh mutant strain: -1.1

Results for O=C(CCC(=O)N(CC(=O)NC1CCCCC1)c1ccc2c(c1)OCO2)Nc1ccccn1 ?
West Nile virus CPE: -0.1%; XIAP antagonists: 1.3%; RSV CPE inhibition: -0.1%; WT yeast gro inh: -3.6; SV40 large T antigen: -0.7%; K1F lysis inhibition: 2.7%; Yfh1-depleted yeast: inactive; ER stress rescue: -1.7%; WT yeast gro inh mutant strain: -8.0

Results for CC1CCCCN1C(=O)C(=O)c1cn(CC(=O)N2CCCCCC2)c2ccccc12 (stereo not drawn) ?
West Nile virus CPE: -0.8%; Dengue-2 NS5 capping: 7.1%; RSV CPE inhibition: 2.3%; SV40 large T antigen: 4.4%; K1F lysis inhibition: 0.3%[50 µM]

What do the screens show for `O=C(NNC(=O)C1C2C=CC(C2)C1C(=O)O)c1ccccc1O` (stereo not drawn)?
West Nile virus CPE: 0.1%; Dengue-2 NS5 capping: 3.2%; RSV CPE inhibition: 3.1%; SV40 large T antigen: -2.1%; K1F lysis inhibition: 0.1%

How did O=C(/C=C/c1cccc([N+](=O)[O-])c1)NCCN1CCOCC1 do in these assays?
West Nile virus CPE: -0.2%; XIAP antagonists: -0.2%; Dengue-2 NS5 capping: -1.4%; RSV CPE inhibition: 0.7%; WT yeast gro inh: 4.8; SV40 large T antigen: 1.8%; K1F lysis inhibition: -0.1%; Yfh1-depleted yeast: inactive; ER stress rescue: 3.2%; WT yeast gro inh mutant strain: -1.1

How did Cc1nnnn1-c1ccc(CC(=O)O)cc1 do in these assays?
West Nile virus CPE: -0.5%; XIAP antagonists: 10.5%; Dengue-2 NS5 capping: 0.7%; RSV CPE inhibition: 2.8%; WT yeast gro inh: -7.5; SV40 large T antigen: 4.9%; K1F lysis inhibition: 0.2%; Yfh1-depleted yeast: inactive; ER stress rescue: 2.7%; WT yeast gro inh mutant strain: -3.2

Results for CC(OC(=O)c1cccs1)C(=O)Nc1nc(-c2ccccc2)cs1 (stereo not drawn) ?
West Nile virus CPE: -0.9%; XIAP antagonists: -1.2%; Dengue-2 NS5 capping: -1.8%; RSV CPE inhibition: 14.6%; WT yeast gro inh: 56.5; SV40 large T antigen: 14.4%; K1F lysis inhibition: 0.1%; Yfh1-depleted yeast: inactive; ER stress rescue: 2.7%; WT yeast gro inh mutant strain: 31.8

How did Cc1nn2c(=O)cc(CSc3ccccc3NC(=O)c3ccccc3)nc2s1 do in these assays?
West Nile virus CPE: -0.1%; Dengue-2 NS5 capping: -4.5%; RSV CPE inhibition: 0.2%; SV40 large T antigen: 6.4%; K1F lysis inhibition: -0.1%

Results for COc1ccccc1CC(=O)N1CCN(c2ccc([N+](=O)[O-])cc2)CC1 ?
West Nile virus CPE: -1.2%; XIAP antagonists: -4.6%; Dengue-2 NS5 capping: 1.6%; RSV CPE inhibition: 3.8%; WT yeast gro inh: -2.0; SV40 large T antigen: -4.3%; K1F lysis inhibition: 0.1%; Yfh1-depleted yeast: inactive; ER stress rescue: 2.7%; WT yeast gro inh mutant strain: 2.5

Results for O=S1(=O)N=C(N=Nc2c(O)[nH]c3ccccc23)c2ccccc21 ?
West Nile virus CPE: 0.0%; XIAP antagonists: -6.3%; Dengue-2 NS5 capping: 8.0%; RSV CPE inhibition: 2.1%; WT yeast gro inh: -5.7; SV40 large T antigen: 10.7%; K1F lysis inhibition: -0.3%; Yfh1-depleted yeast: inactive; ER stress rescue: -0.3%; WT yeast gro inh mutant strain: -9.1
